# Screening results: PubChem, The Scripps Research Institute Molecular Screening Center
# GPR151 ag = activators of human GPR151, primary screen, cell-based, PathHunter beta-arrestin, luminescence. PathHunter beta-arrestin GPR151 cells. activation, % at 11.2 µM. actives 1% (n = 650,000). AID 1508602, 2020; in the data active = activation above about 4.9%;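 also: 0% = median of compound wells and 100% = cells with positive control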
# Target sequence (Q8TDV0 whole entry, looked up): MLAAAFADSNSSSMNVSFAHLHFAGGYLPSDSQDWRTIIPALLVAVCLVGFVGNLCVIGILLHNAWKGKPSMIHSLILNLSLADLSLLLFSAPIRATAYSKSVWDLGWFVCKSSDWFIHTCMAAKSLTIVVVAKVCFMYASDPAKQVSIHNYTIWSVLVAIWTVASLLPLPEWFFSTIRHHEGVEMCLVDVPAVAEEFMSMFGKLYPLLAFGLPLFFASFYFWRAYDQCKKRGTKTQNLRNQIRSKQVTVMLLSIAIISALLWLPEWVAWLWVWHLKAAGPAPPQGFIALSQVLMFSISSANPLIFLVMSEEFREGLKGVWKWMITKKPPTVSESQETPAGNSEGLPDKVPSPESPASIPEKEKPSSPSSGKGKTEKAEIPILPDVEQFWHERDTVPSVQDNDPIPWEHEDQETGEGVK
# MITF inh = MITF inhibitors, primary screen, biochemical, AlphaScreen, human; AlphaScreen MITF homodimerization, bead proximity signal; inhibition, % at 2.6 µM; actives 0.91% (n = 650,000); in the data active = inhibition above about 50%;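 also: 0% = vehicle wells with protein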
# Target sequence (O75030 whole entry, looked up): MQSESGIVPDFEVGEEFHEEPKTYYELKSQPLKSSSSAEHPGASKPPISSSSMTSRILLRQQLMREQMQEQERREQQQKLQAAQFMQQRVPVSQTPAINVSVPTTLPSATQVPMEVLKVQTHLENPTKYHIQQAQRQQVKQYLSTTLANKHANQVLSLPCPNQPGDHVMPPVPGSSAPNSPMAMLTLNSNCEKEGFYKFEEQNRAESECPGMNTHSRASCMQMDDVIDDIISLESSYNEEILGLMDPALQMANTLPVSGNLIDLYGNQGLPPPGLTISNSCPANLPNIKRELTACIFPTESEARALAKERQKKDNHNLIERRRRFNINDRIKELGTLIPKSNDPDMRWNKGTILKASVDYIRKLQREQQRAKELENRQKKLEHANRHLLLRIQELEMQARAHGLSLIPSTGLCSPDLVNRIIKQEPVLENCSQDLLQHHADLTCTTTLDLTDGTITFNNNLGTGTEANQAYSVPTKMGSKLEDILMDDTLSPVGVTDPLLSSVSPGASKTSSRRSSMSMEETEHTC
# FBW7 act = FBW7 E3 ligase activators, primary screen, biochemical, AlphaScreen, human; F-box/WD repeat-containing protein 7 (Homo sapiens), Q969H0; AlphaScreen FBW7–phospho-cyclin E peptide binding, activator screen; normalized activity (activation), % at 26.1 µM; actives 0.13% (n = 650,000); in the data active = normalized activity above about 1.9%;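 also: purified mutant Fbw7 with reduced substrate affinity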
# TEAD-YAP inh = TEAD-YAP interaction inhibition, primary screen, TEAD-YAP interaction inhibitor project, luminescence, HEK-TIYL cells. TEAD-Gal4/YAP UAS-luciferase luminescence. inhibition, % at 9.12 µM. actives 1.4% (n = 640,000); in the data active = inhibition above about 32%;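 also: 0% = median of test compound wells and 100% = reference inhibitor wells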
# * marks the source's active call; other numbers are inactive results; / = no result given; & = joins results of further samples.
SMILES,GPR151 ag,MITF inh,FBW7 act,TEAD-YAP inh
CC(=O)OC[C@H]1O[C@@H](O/N=C2\C[C@@H](O)[C@@H](O)[C@@H]3[C@@H]4C(=O)N(c5cccc(Oc6ccccc6)c5)C(=O)[C@@H]4CC[C@H]23)C(OC(C)=O)[C@@H](OC(C)=O)C1OC(C)=O (some centres undefined),-2.0,-24,0.1,/
CCCC(NS(=O)(=O)Cc1ccccc1)C(=O)O (centres undefined),-0.7,-4,0.0,0
COc1ccc(C(=O)NCc2cccnc2)cc1C(=O)NCc1cccnc1,-1.4&1.3,0&2,0.2&1.1,5
COc1ccc(-c2cc(C(=O)Nc3ccc(C)c(F)c3)c3ccccc3n2)cc1,1.7,0,-0.1,6
O=C(N/N=C/c1ccc(I)cc1)c1ccncc1,-2.0,-11,0.5,-13
CCOc1ccc(C(c2nnnn2C(C)C)N2CCN(c3ccccc3)CC2)cc1 (centres undefined),-0.5,11,0.7,-11
CC(C)N1CCC(N2CCN(Cc3ccc(C#CC(C)(C)O)s3)CC2CCO)CC1 (centres undefined),0.4,6,0.1,8
CCCCC(c1nnnn1CCOC)N1CCN(C(=O)c2ccco2)CC1 (centres undefined),1.4,-11,0.1,1
Nc1c(Cl)cc(Cl)cc1C(=O)OCC(=O)c1c[nH]c2ccccc12,2.7,-4,0.0,-6
Cc1ccc(OC(=O)c2cc(Br)ccc2Cl)cc1C,-0.1,-14,0.1,-5
CC(C)c1cc(C(=O)NCc2cccnc2)no1,-2.6,-7,-0.1,-7
O=C(CSc1nnnn1-c1cccc(F)c1)c1ccc2c(c1)OCCO2,1.1,-9,0.0,78*
C=CCN1CCN(c2c(Cl)cccc2NC(=O)C2CCCO2)CC1 (centres undefined),-0.7,10,1.1,-4
CC(=O)NC1C(=O)N(Cc2ccccc2)c2c(C)ccc(Cl)c21 (centres undefined),0.8,-9,-0.1,-6
CCOC(=O)Nc1ccc2c(COC(=O)c3cccn3C)cc(=O)oc2c1,2.6,2,-0.1,-4

# An excerpt from above, limited to MITF inh:
molecule | MITF inh
O=C(N/N=C/c1ccc(I)cc1)c1ccncc1 | -11
CCOc1ccc(C(c2nnnn2C(C)C)N2CCN(c3ccccc3)CC2)cc1 (centres undefined) | 11

# (list continues)
SMILES,GPR151 ag,MITF inh,FBW7 act,TEAD-YAP inh
CCC12CN3CCN(CC(C3)/C1=N\NC(=O)Nc1ccccc1)C2,-0.7,-14,0.0,-10
CCN(CC)S(=O)(=O)c1ccc(C(=O)C(C#N)c2nc(C)cs2)cc1 (centres undefined),0.3,4,0.0,2
CCCCn1c(-c2ccccc2)c(CC)n2c3c(=O)n(C)c(=O)n(C)c3nc12,0.9,-14,-0.1,-11
O=C(O)c1cc2cc([N+](=O)[O-])ccc2oc1=O,0.9,1,0.0,4
N#Cc1cnn(-c2ccc(C(F)(F)F)cn2)c1N,-1.4,10,0.0,-21
CCOC(=O)N1CCN(C(=O)CN(c2cccc(Cl)c2C)S(C)(=O)=O)CC1,0.4,-9,0.2,9
COc1ccc(N2C(=O)C(Cl)=C(Nc3ccccc3)C2=O)cc1,2.3,17,0.1,2
CC(=O)N1CCc2nc(C)nc(N3CCOCC3)c2C1,-0.7,2,-0.1,-4
Cc1cnc(-c2csc3ccccc23)nc1N,-1.0,-3,-0.1,-45
COc1ccc(C2(O)CN(c3ccccc3)C3=[N+]2CCCS3)c(F)c1 (centres undefined),-0.9,2,0.0,21
CCOC(=O)c1c(CN(C)C)n(-c2ccccc2)c2cc(Br)c(O)cc12,-0.5,9,0.0,-7
CCOc1ccc(/C=N/Nc2nc3ccccc3[nH]2)cc1O,1.7,13,0.0,-28
COc1ccc(/C=C2/SC(=Nc3cccc(C)c3)NC2=O)cc1Br,0.0,8,0.3,-2
CCN(C(=O)Cc1ccc(Cl)cc1)c1ccccc1,0.9,5,0.0,-1
COc1ccc2nc(NCCCNC(=O)Nc3ccccc3Cl)c(C#N)cc2c1,-0.1,-12,-0.1,-8

# Another view of some results above.
# Every second line gives: GPR151 ag | MITF inh | FBW7 act | TEAD-YAP inh
> CCOC(=O)N1CCN(C(=O)CN(c2cccc(Cl)c2C)S(C)(=O)=O)CC1
  0.4 | -9 | 0.2 | 9
> COc1ccc(N2C(=O)C(Cl)=C(Nc3ccccc3)C2=O)cc1
  2.3 | 17 | 0.1 | 2
> CC(=O)N1CCc2nc(C)nc(N3CCOCC3)c2C1
  -0.7 | 2 | -0.1 | -4
> Cc1cnc(-c2csc3ccccc23)nc1N
  -1.0 | -3 | -0.1 | -45

# (continued)
SMILES,GPR151 ag,MITF inh,FBW7 act,TEAD-YAP inh
CC1CCCCC1NC(=O)CSCC(=O)O (centres undefined),0.0,-7,0.0,0
c1ccc2c(c1)COC(CNC1CCCCC1)OC2,-0.1,20,0.9,-13
Cc1sc(NC(=O)c2ccccc2[N+](=O)[O-])nc1-c1ccccc1,1.8,-6,-0.1,10
CCC(=O)N(C)C1(c2nnnn2-c2cccc(Cl)c2)CCC(C)CC1 (centres undefined),-0.4,-12,-0.1,-11
O=C(CCn1nc(-c2ccc(Cl)cc2)ccc1=O)NCc1cccnc1,0.6,-8,-0.2,6
O=C(NCC(c1cccs1)N1CCc2ccccc2C1)c1ccc([N+](=O)[O-])cc1 (centres undefined),-0.1,2,-0.1,-23
O=C(C1CC1)N1CCN=C1SCc1ccc([N+](=O)[O-])cc1,0.6,14,-0.2,9
CCC(C)OC(=O)CSc1nc2ccccc2s1 (centres undefined),-0.2,-5,0.0,-6
NS(=O)(=O)c1ccc(NC(=O)c2csc3c2CCCC3)cc1,-0.3,-7,0.0,-5
Cc1cnc(-c2c(C)nn(C)c2C)nc1NCc1nc2ccccc2[nH]1,-1.7,16,0.0,-1
Cc1ccc(N2C(=O)CC(N3CCC(O)(c4ccc(Cl)cc4)CC3)C2=O)cc1 (centres undefined),2.0,-1,-0.1,6
Nc1nn2c(-c3ccccc3)ccnc2c1[N+](=O)[O-],-0.1,3,0.0,8
O=C(Nc1cc(Cl)cc(Cl)c1)c1cc(S(=O)(=O)NCc2ccccc2Cl)ccc1F,-0.9,14,0.3,0
COc1ccccc1N1C(=O)NC(=O)/C(=C/c2ccc(C)s2)C1=O,0.6,16,0.0,-23
Cc1c(CC(=O)O)c(=O)oc2cc(OC(C(=O)O)c3ccccc3)ccc12 (centres undefined),0.5,5,-0.3,-1

# For reference, some entries already given.
SMILES,GPR151 ag,MITF inh,FBW7 act,TEAD-YAP inh
CC1CCCCC1NC(=O)CSCC(=O)O (centres undefined),0.0,-7,0.0,0
c1ccc2c(c1)COC(CNC1CCCCC1)OC2,-0.1,20,0.9,-13

# More entries.
SMILES,GPR151 ag,MITF inh,FBW7 act,TEAD-YAP inh
O=C1N=C(N2CCC(O)CC2)S/C1=C/c1ccco1,0.6,11,0.1,2
Cc1nnc(SCC(=O)N(c2ccccc2)c2ccccc2)[nH]c1=O,1.2,0,0.1,5
O=C(Nc1ccc2c3c(cccc13)CC2)c1ccc(Cl)c([N+](=O)[O-])c1,0.6,-428,0.1,-8
CCc1c(C)nc2nc(NC(=O)c3ccccc3F)[nH]n2c1=O,-1.2,14,0.0,10
COC(=O)CCC(=O)NNC(=O)C1CC1(c1ccccc1)c1ccccc1 (centres undefined),1.4,8,1.0,5
CCOc1ccc2c(c1)sc(=NC(=O)CSC(C)=O)n2C,-0.4,-8,-0.2,-3
CCN(CC)C(=O)COc1nc(Cc2ccccc2)nc2sc3c(c12)CCCC3,-0.4,14,0.0,6
CC(=O)Nc1ccc(S(=O)(=O)Nc2ccc(F)cc2)cc1,1.5,-10,-0.1,-12
CC(C)CCC1(C2CCN(Cc3cnn(-c4ccccc4)c3)CC2)NC(=O)NC1=O (centres undefined),-0.3,4,-0.1,-4
COC(=O)COc1ccc(NC(=O)COc2ccc3ccccc3c2)cc1,3.2,-3,-0.1,-15
COc1ccc(C2CC(c3cccs3)Nc3nnnn32)c(OC)c1OC (centres undefined),-0.1,-3,0.1,-8
CCOc1ccccc1C1NC(=O)NC(C)=C1C(=O)OCC1CCCO1 (centres undefined),-0.4,-11,-0.1,4
Cc1ccc(NS(=O)(=O)c2cc(C(=O)N3CCCC3)ccc2Cl)cc1,1.4,7,0.0,10
CC(C)CCNC(=O)C1CCN(S(=O)(=O)N2CCC3(CC2)OCCO3)CC1,0.0,-6,-0.1,-1
COc1ccc(Cl)cc1C(=O)N(C(C)C)C(C)C,1.7,0,0.0,1
C#CCN(Cc1ccco1)C(=O)CC1(c2ccccc2)CC(=O)N(CCCOC)C1=O (centres undefined),0.0,-12,0.7,-61
Cc1ccc(S(=O)(=O)N2CCCC(C(=O)Nc3ccc(C(=O)O)cc3)C2)cc1Cl (centres undefined),-0.7,13,0.2,0
CC(=O)NC(=O)c1cc2c(ccc3ccccc32)oc1=Nc1cccc2ccccc12,0.4,4,0.0,3
N/C(Cc1ccc(Cl)c(Cl)c1)=N\OC(=O)c1ccc(Br)o1,2.0,10,0.2,3
O=C(Cn1ccnc1)N1CCC(c2ccnc(-c3ccccc3)n2)CC1,-0.6,10,0.1,1
CSC1=C(C#N)C(c2cccc(Cl)c2Cl)CC(=O)N1 (centres undefined),-0.7,8,0.0,-4
O=C(Nc1ccccc1-c1nc2ccccc2[nH]1)C1CCCN1S(=O)(=O)c1cccs1 (centres undefined),-1.1,-5,-0.1,26
O=C1CNC(=O)N1Cc1ccc(Cl)cc1,0.3,4,0.0,2
CSc1n[nH]c(-c2ccccc2)n1,0.2,12,0.1,-40
CC1=NOC(=O)/C1=C\c1ccc(-c2ccc(N3CCCCC3)c([N+](=O)[O-])c2)o1,-0.5,4,-0.1,-78
COc1ccc(CN2CCc3nnc(CCNC(=O)C4CCCO4)n3CC2)cc1OC (centres undefined),1.3,9,0.0,-22
CN(CC1CCCCO1)C(=O)c1cc(COc2cccc(C(F)(F)F)c2)on1 (centres undefined),1.0,-6,0.1,-46
CCOC(=O)c1c(C)[nH]c(C(=O)COC(=O)CNC(=O)c2ccccc2Cl)c1C,-0.5,30,0.5,-12
Cc1ccc(Nc2nc(NCCO)nc3c2cnn3C)c(C)c1,-1.5,0,0.2,-10
O=C(Nc1ccc([N+](=O)[O-])cc1)/C(=C/c1ccccc1)NC(=O)c1ccccc1,7.3*,-6,-0.1,-2

# 2 records picked at random from those above, as already listed:
SMILES,GPR151 ag,MITF inh,FBW7 act,TEAD-YAP inh
O=C1CNC(=O)N1Cc1ccc(Cl)cc1,0.3,4,0.0,2
CCOC(=O)c1c(C)[nH]c(C(=O)COC(=O)CNC(=O)c2ccccc2Cl)c1C,-0.5,30,0.5,-12

# The list continues:
SMILES,GPR151 ag,MITF inh,FBW7 act,TEAD-YAP inh
O=C(c1ccccc1)c1cc(Cl)ccc1N=Cc1c(O)[nH]c(=O)[nH]c1=O,-0.2,4,0.0,8
O=C1CCCN1CCCN1C(=O)CC[C@@H]2CN(Cc3ccc4c(c3)OCO4)CC[C@@H]21,0.7,-4,-0.1,0
CC(C)CC(NC(=O)C1CCC(C)CC1)C(=O)O (centres undefined),-1.4,18,0.1,0
CC1CCN(C(C)CNC(=O)Nc2cccc(Cl)c2)CC1 (centres undefined),-1.9,-3,-0.1,-7
Cc1cc2c(cc1S(=O)(=O)N1CCc3ccccc31)OCC(=O)N2,0.7,-7,-0.1,-1
O=C(O)c1cc(N2C(=O)C3C4C=CC(O4)C3C2=O)ccc1Cl (centres undefined),-0.5,10,-0.2,-7
CS(=O)(=O)Cc1cccc(-c2ccnc(Nc3ccc(S(N)(=O)=O)cc3)n2)c1,-1.1,7,-0.1,-14
CC(C)[C@@H]1NC(=O)[C@H]2CN(S(=O)(=O)c3ccccc3F)CCN2C1=O,1.1,0,0.1,-18
Cc1sc2ncnc(SCc3cc([N+](=O)[O-])cc4c3OCOC4)c2c1C,-1.0,3,0.1,1
Nc1nonc1/C(=N/O)N1CCN(c2ccc(C(F)(F)F)cc2[N+](=O)[O-])CC1,0.5,3,0.4,6
CCn1c(=O)c(C(=O)Nc2cccc(Cl)c2)c(O)c2ccccc21,-1.1,-8,-0.2,0
C/C(=N\NC(=O)c1ccccc1O)c1ccccc1F,-1.7,12,0.6,-14
Cc1cc(C(=O)N/N=C/c2ccc(Cl)s2)n[nH]1,-1.0,19,0.1,-28
COc1ccc(CCNc2ncnc3nc(N4CCC(N5CCOCC5)CC4)[nH]c23)cc1,0.8,-1,0.0,-3
CC(C)n1cnc2c(Nc3ccc(N4CCOCC4)cc3)nc(Nc3nc4ccccc4n3C)nc21,-0.3,-3,0.0,33*
O=c1c2sccc2nc(SCc2ccc(F)cc2)n1Cc1ccc2c(c1)OCO2,-0.2,10,0.3,8
Cc1[nH]nc(-c2ccc(O)cc2O)c1Oc1ccc(F)cc1,-0.6,-4,0.2,3
O=C(CN1CCN(S(=O)(=O)c2cc(Cl)ccc2Cl)CC1)Nc1ccc2c(c1)OCO2,0.2,-4,-0.1,-1
CCN(CC)S(=O)(=O)c1ccc2c(c1)c(/C=C/c1nc3ccccc3c(=O)n1-c1ccccc1)cn2C,1.6,-1,-0.1,-3
CCc1ccccc1NC(=O)c1ccc(F)c(S(=O)(=O)N2CCc3ccccc3C2)c1,-0.5,-5,0.1,-3
Cc1ccc(C(=O)CSc2nnc(-c3ccccc3N)n2C)cc1C,-1.3,-2,-0.1,-2
COc1cccc(C(=O)NNS(=O)(=O)c2ccccc2[N+](=O)[O-])c1,3.3,-4,0.2,2
